Bfl-1 Bim block: inhibitors of Bim binding to Bfl-1, primary screen, biochemical, multiplexed, bead-based flow cytometry; Bcl-2-related protein A1 (Homo sapiens), Q16548; Bim-Bfl-1 binding inhibition; inhibition, % at 10 µM; 190,000 compounds, 0.12% hits;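 also: 0% = wells without compound plus tracer and 100% = blocker peptide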
Rac1 act GTP bind: GTP binding modulators of activated mutant Rac1, primary screen, biochemical, bead-based flow cytometry, multiplex, fluorescent GTP. Ras-related C3 botulinum toxin substrate 1 (Homo sapiens), P63000. GST-Rac1 activated beads; actives lie on both sides; 100% means binding = to untreated wells. percent activity (GTP binding), % at 10 µM. 190,000 compounds, 0.11% hits. AID 764, 2007;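 active = GTP binding at least 20 percentage points away from the 100% baseline, in either direction, so actives lie on both sides; inconclusive = Compound likely fluorescent itself, or too few beads counted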
Bcl-2 Bim block: inhibitors of Bim-Bcl-2 binding, primary screen, biochemical, multiplexed, human Bcl-2 family. Apoptosis regulator Bcl-2 (Homo sapiens), P10415. Bead-based flow cytometry, Bim peptide-Bcl-2 binding. 190,000 compounds, 0.06% hits. inhibition, % at 10 µM; in the data active = inhibition above about 40%; inconclusive = no clear call, values can overlap the other calls;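 also: 0% = no compound wells with probe peptide and 100% = reference peptide inhibitor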
Target sequence (P10415 whole entry, looked up): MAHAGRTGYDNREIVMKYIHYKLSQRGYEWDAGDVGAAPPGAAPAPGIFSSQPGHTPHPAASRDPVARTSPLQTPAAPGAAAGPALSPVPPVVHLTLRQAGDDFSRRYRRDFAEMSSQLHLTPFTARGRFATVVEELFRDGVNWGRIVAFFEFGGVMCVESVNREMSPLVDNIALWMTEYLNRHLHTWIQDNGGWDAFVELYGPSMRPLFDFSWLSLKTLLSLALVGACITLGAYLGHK
Bcl-XL Bim block: inhibitors of Bim-Bcl-XL binding, primary screen, biochemical, multiplexed, bead flow cytometry, human Bcl-XL; AID 1007, 2008; inhibition, % at 10 µM; 190,000 compounds, 0.04% hits; Bcl-2-like protein 1 (Homo sapiens), Q07817; Bim peptide-Bcl-XL binding, fluorescence
Target sequence (Q07817 whole entry, looked up): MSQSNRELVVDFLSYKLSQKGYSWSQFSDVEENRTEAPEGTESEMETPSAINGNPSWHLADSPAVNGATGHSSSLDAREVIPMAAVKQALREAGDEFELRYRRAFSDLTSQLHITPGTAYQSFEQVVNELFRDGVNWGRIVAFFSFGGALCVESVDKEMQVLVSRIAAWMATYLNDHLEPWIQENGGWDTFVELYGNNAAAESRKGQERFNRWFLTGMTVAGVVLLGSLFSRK
Rac1 wt modul: wildtype Rac1 GTP binding modulators, primary screen, biochemical, GST-Rac1 beads, flow cytometry, multiplex. 190,000 compounds, 0.27% hits. GTP binding activity (% of control), % at 10 µM. fluorescent GTP binding; actives lie on both sides; 0 = cold GTP competed, 100 = untreated. AID 757, 2007. Ras-related C3 botulinum toxin substrate 1 (Homo sapiens), P63000;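 active = GTP binding activity at least 20 points away from the 100% control level, either lower or higher; inconclusive = compound flagged as likely green fluorescent, judged across all proteins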
Rab2A wt mod: modulators of GTP binding to Rab2A wildtype, primary screen, biochemical, dog, bead-based flow cytometry, multiplex; GST-Rab2 wt beads, Bodipy-GTP binding; GTP binding activity, % at 10 µM; Ras-related protein Rab-2A (Canis lupus familiaris), P61105; 190,000 compounds, 0.19% hits;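 active = GTP binding activity at least 20 points away from 100%, either lowered or raised; inconclusive = signal likely due to the compound's own green fluorescence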;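 also: 0% = beads with excess unlabeled GTP and 100% = no-compound control corrected for plate trend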
Rab7 wt modul: modulators of GTP binding to Rab7, primary screen, biochemical, wildtype, multiplex bead flow cytometry | AID 758, 2007 | 190,000 compounds, 0.055% hits | GST-Rab7 beads, fluorescent GTP binding; actives lie on both sides; untreated = 100%, excess cold GTP = 0% | GTP binding activity (percent of control), % at 10 µM;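 active = fluorescent GTP binding to Rab7 beads changed by at least 20 points from the 100% baseline, either direction, mostly lower; inconclusive = compound itself probably fluorescent, or too few beads counted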;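 also: median green fluorescence of bound Bodipy-FL-GTP per Rab7 bead population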
HRas wt GTP bind: modulators of GTP binding to HRas wildtype, primary screen, biochemical, bead-based flow cytometry, multiplex; GTPase HRas (Homo sapiens), P01112; GST-Ras wt beads, Bodipy-FL-GTP binding; actives lie on both sides; GTP binding activity, % at 10 µM; 190,000 compounds, 0.14% hits; AID 759, 2007;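 active = GTP binding activity at least 20% away from the 100% baseline, either lowered as inhibitor or raised as activator; inconclusive = flagged as likely green fluorescent, judged across all proteins in the well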;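 also: 0% = unlabeled GTP competition control and 100% = no-compound control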
Bim-Bcl-W: inhibitors of Bim binding to Bcl-W, primary screen, biochemical, multiplexed, bead-based flow cytometry; Bcl-2-like protein 2 (Homo sapiens), Q92843; Bim peptide-Bcl-W binding; inhibition, % at 10 µM; 190,000 compounds, 0.02% hits;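 also: 0% = bound tracer without compound and 100% = peptide blocker; higher means less fluorescent Bim peptide bound to Bcl-W beads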
Target sequence (Q92843 whole entry, looked up): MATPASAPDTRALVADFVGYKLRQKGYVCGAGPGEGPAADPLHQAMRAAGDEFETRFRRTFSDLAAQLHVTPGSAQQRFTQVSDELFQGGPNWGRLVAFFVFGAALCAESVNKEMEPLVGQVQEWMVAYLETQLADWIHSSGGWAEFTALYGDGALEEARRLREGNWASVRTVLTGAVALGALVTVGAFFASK
Bcl-B Bim block: inhibitors of Bim-Bcl-B binding, primary screen, biochemical, multiplexed, human Bcl-2 family | inhibition, % at 10 µM | bead-based flow cytometry, Bim peptide-Bcl-B binding | 190,000 compounds, 0.073% hits | Bcl-2-like protein 10 (Homo sapiens), Q9HD36;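 also: 0% = tracer peptide without compound and 100% = reference inhibitor peptide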
Target sequence (Q9HD36 whole entry, looked up): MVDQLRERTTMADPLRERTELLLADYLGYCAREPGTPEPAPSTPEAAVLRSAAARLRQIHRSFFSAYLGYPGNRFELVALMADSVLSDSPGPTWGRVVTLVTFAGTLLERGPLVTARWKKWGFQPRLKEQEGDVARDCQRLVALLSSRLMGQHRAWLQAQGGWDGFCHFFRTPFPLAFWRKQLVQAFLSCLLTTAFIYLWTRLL
Cdc42 wt GTP: modulators of GTP binding to wildtype Cdc42, primary screen, biochemical, multiplex bead flow cytometry, Bodipy-GTP; percent activity (GTP binding), % at 10 µM; GST-Cdc42 beads; actives lie on both sides; Cell division control protein 42 homolog (Homo sapiens), P60953; 190,000 compounds, 0.2% hits;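 active = percent activity GTP binding at least 20 points away from the 100% baseline, either down as inhibitor or up as activator; inconclusive = compound flagged as likely green fluorescent from well-wide comparison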;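 also: median bead fluorescence of bound Bodipy-FL-GTP at 100 nM; 0% = excess unlabeled GTP control and 100% = no compound control; below 100% means less GTP binding so inhibitor and above means activator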
* = called active by the depositor; ? = inconclusive; . = no result given. Rule as the data show it, unless noted: active = inhibition above about 40%.

1: CC(C)(OC1OC(CO)C(O)C(O)C1O)[C@H]1Oc2ccc3ccc(=O)oc3c2[C@H]1O (stereo not given in full)
2: CCn1cc(C(=O)NCc2ccc3c(c2)OCO3)c(=O)c2cc(S(=O)(=O)N(C)C)ccc21
3: CC(C)c1ccc(C2C3=C(COC3=O)Nc3cc4c(cc32)OCO4)cc1 (stereo not given)
4: COc1ccc(CCNC(=O)C2CCN(S(=O)(=O)N3CCCCCC3)CC2)cc1OC
5: CCOc1ccccc1NC(=O)C(OC(=O)c1cc(C)oc1C)c1ccccc1 (stereo not given)
6: Cc1noc(C(=O)N2CCN(c3ccc(F)cc3)CC2)c1Cl

assay / entry	1	2	3	4	5	6
Bfl-1 Bim block	-2	0	-4	0	0	-5
Rac1 act GTP bind	99	101	99	100	100	100
Bcl-2 Bim block	-3	-4	-4	-1	-3	-2
Bcl-XL Bim block	-5	-7	0	0	-4	-2
Rac1 wt modul	104	108	103	106	104	101
Rab2A wt mod	100	104	96	101	101	99
Rab7 wt modul	99	104	99	99	98	103
HRas wt GTP bind	101	104	99	101	102	99
Bim-Bcl-W	-3	0	0	0	-1	-4
Bcl-B Bim block	-6	-3	-7	-1	-5	-7
Cdc42 wt GTP	103	103	98	105	106	100

7: CC(C(=O)Nc1cccnc1)N1C(=O)C2C3C=CC(C3)C2C1=O (stereo not given)
8: Cc1ccc(CNC(=O)C2CCCN(S(C)(=O)=O)C2)cc1 (stereo not given)
9: CC1(C(=O)NC2CCCCCCC2)CCC(=O)N1Cc1cccnc1 (stereo not given)
10: CC(C)OCCCn1c(=S)[nH]c2ccc(N3CCOCC3)cc2c1=O
11: CCOC(=O)c1ccc(NC(=O)CN2C(=O)NC3(CCC(C)CC3)C2=O)cc1 (stereo not given)
12: CCOc1ccc(NC(=O)CN2CCN(CC(=O)c3ccc(OC)c(OC)c3)CC2)cc1

assay / entry	7	8	9	10	11	12
Bfl-1 Bim block	0	-10	-18	0	-5	-15
Rac1 act GTP bind	97	97	99	99	95	96
Bcl-2 Bim block	0	-6	-11	-5	4	-13
Bcl-XL Bim block	1	-5	-12	1	1	-9
Rac1 wt modul	98	103	104	101	99	99
Rab2A wt mod	101	97	100	104	95	98
Rab7 wt modul	101	103	100	104	94	99
HRas wt GTP bind	100	101	101	103	96	97
Bim-Bcl-W	0	-1	-1	-2	0	-6
Bcl-B Bim block	-3	-9	-11	-7	0	-12
Cdc42 wt GTP	98	102	101	103	97	98

13: COc1ccc(-c2sc(NC(=O)c3ccc(C)cc3)nc2-c2ccc([N+](=O)[O-])cc2)cc1
14: COc1cc(/C=N/n2cnnc2)ccc1OCCSc1ccc(C)cc1
15: CCOc1ccc(C(CC(=O)O)NC(=O)COc2ccccc2)cc1OC (stereo not given)
16: O=c1cc(-c2ccc(O)c(O)c2)oc2cc(O)c(C3OC(CO)C(O)C(O)C3O)c(O)c12 (stereo not given)
17: CCCCN(C(=O)CSc1nnc(-c2ccccc2OC)n1C)c1c(N)n(Cc2ccccc2)c(=O)[nH]c1=O
18: CCN(CC)CCCNC(=O)c1cc(Sc2nnc(C)s2)nc2ccccc12

assay / entry	13	14	15	16	17	18
Bfl-1 Bim block	-13	-1	-13	4	-3	-6
Rac1 act GTP bind	87	97	93	94	98	102
Bcl-2 Bim block	-11	-2	-5	2	-1	-7
Bcl-XL Bim block	-6	0	-3	3	-1	-5
Rac1 wt modul	87	101	98	96	104	103
Rab2A wt mod	91	102	94	94	98	102
Rab7 wt modul	89	98	99	98	100	102
HRas wt GTP bind	91	104	95	95	101	102
Bim-Bcl-W	2	0	-3	1	-1	-5
Bcl-B Bim block	-15	-1	-4	-4	-2	-5
Cdc42 wt GTP	94	107	90	94	101	102

Single records, as listed above. Values in the order: Bfl-1 Bim block | Rac1 act GTP bind | Bcl-2 Bim block | Bcl-XL Bim block | Rac1 wt modul | Rab2A wt mod | Rab7 wt modul | HRas wt GTP bind | Bim-Bcl-W | Bcl-B Bim block | Cdc42 wt GTP
Record of `O=c1cc(-c2ccc(O)c(O)c2)oc2cc(O)c(C3OC(CO)C(O)C(O)C3O)c(O)c12` (stereo not given) : 4 | 94 | 2 | 3 | 96 | 94 | 98 | 95 | 1 | -4 | 94
Record of `COc1ccc(-c2sc(NC(=O)c3ccc(C)cc3)nc2-c2ccc([N+](=O)[O-])cc2)cc1` : -13 | 87 | -11 | -6 | 87 | 91 | 89 | 91 | 2 | -15 | 94
Record of `COc1cc(/C=N/n2cnnc2)ccc1OCCSc1ccc(C)cc1` : -1 | 97 | -2 | 0 | 101 | 102 | 98 | 104 | 0 | -1 | 107
Record of `CCCCN(C(=O)CSc1nnc(-c2ccccc2OC)n1C)c1c(N)n(Cc2ccccc2)c(=O)[nH]c1=O` : -3 | 98 | -1 | -1 | 104 | 98 | 100 | 101 | -1 | -2 | 101
Record of `CCOc1ccc(C(CC(=O)O)NC(=O)COc2ccccc2)cc1OC` (stereo not given) : -13 | 93 | -5 | -3 | 98 | 94 | 99 | 95 | -3 | -4 | 90

The list goes on:
19: COC(=O)c1cccc(NC(=S)N2CCCCC2)c1
20: Cc1ccc(NC(=S)NCc2cccs2)cc1
21: CCN(CC)CCCN(C(=O)c1cccs1)c1nc(-c2ccc(OC)cc2)cs1
22: CCCC(=O)Nc1cc(=O)[nH]c2ncnn12
23: O=C(/C=C/c1ccccc1Cl)NCCc1ccccc1
24: CCOC(=O)C1CCN(C(=O)c2ccccc2NS(=O)(=O)c2ccc(F)c(F)c2)CC1

assay / entry	19	20	21	22	23	24
Bfl-1 Bim block	-1	-6	-8	1	-6	3
Rac1 act GTP bind	98	98	100	97	97	100
Bcl-2 Bim block	-3	-11	-8	1	-2	2
Bcl-XL Bim block	-1	0	-3	3	-1	-3
Rac1 wt modul	103	104	104	101	93	105
Rab2A wt mod	100	103	99	93	96	100
Rab7 wt modul	103	101	100	94	96	102
HRas wt GTP bind	99	102	101	97	96	104
Bim-Bcl-W	-4	3	2	-1	-2	0
Bcl-B Bim block	-1	-14	-7	-2	-4	0
Cdc42 wt GTP	101	103	102	97	98	101

25: Cc1ccc2nc(C)c(C(=O)N/N=C/c3ccccc3[N+](=O)[O-])cc2c1
26: Cc1occc1-c1nnc(SCC(N)=O)n1Cc1ccccc1
27: CCOC(=O)c1c(NC(=O)CN2C(=O)NC3(CCCCC3)C2=O)sc(C)c1-c1ccc(C)cc1
28: Cc1c(NC(=O)Cn2[nH]c(=O)c3ccccc3c2=O)c(=O)n(-c2ccccc2)n1C
29: O=C(Nc1ccc2oc(-c3ccc(F)cc3)nc2c1)c1ccccc1F
30: O=C(COc1ccccc1)Nc1ccc2c(c1)Cc1cc(NC(=O)COc3ccccc3)ccc1-2

assay / entry	25	26	27	28	29	30
Bfl-1 Bim block	-2	-9	-2	0	-11	91*
Rac1 act GTP bind	100	100	98	105	96	103
Bcl-2 Bim block	0	-12	-2	-4	1	104*
Bcl-XL Bim block	-3	-5	-8	-5	-2	103*
Rac1 wt modul	104	103	100	114	98	108
Rab2A wt mod	96	102	98	107	97	104
Rab7 wt modul	96	99	100	104	95	103
HRas wt GTP bind	100	101	98	107	96	102
Bim-Bcl-W	0	-4	-5	-1	1	110*
Bcl-B Bim block	-3	-6	-9	-2	-2	107*
Cdc42 wt GTP	96	104	91	113	98	106

31: O=C(NCc1ccccc1)C1CCN(S(=O)(=O)c2cc([N+](=O)[O-])ccc2Cl)CC1
32: O=C(COC(=O)c1ccc(Cl)c(S(=O)(=O)N2CCN(c3ccc(F)cc3)CC2)c1)Nc1cccc(Cl)c1
33: COC(=O)CSc1nc2ccccc2o1
34: Oc1ccccc1C=NC1=NN(c2cccc(C(F)(F)F)c2)CC1
35: COc1ccc2c(c1)c(=O)c(C(=O)c1ccc(C)cc1)cn2CC(=O)Nc1ccc(F)cc1
36: Cc1ccc(S(=O)(=O)Nc2ccc(=O)n(Cc3ccc(Cl)c(Cl)c3)c2)cc1

assay / entry	31	32	33	34	35	36
Bfl-1 Bim block	0	-4	-7	.	0	0
Rac1 act GTP bind	100	100	97	99	96	101
Bcl-2 Bim block	-2	-8	-19	?	1	0
Bcl-XL Bim block	-6	-8	9	.	0	-2
Rac1 wt modul	103	100	106	105	103	107
Rab2A wt mod	101	97	97	101	98	106
Rab7 wt modul	96	101	96	98	100	106
HRas wt GTP bind	101	98	99	102	100	104
Bim-Bcl-W	-5	-4	19	.	-1	-2
Bcl-B Bim block	-5	-8	4	.	-3	3
Cdc42 wt GTP	102	101	101	102	102	107

37: COC(=O)c1ccc2c(=O)n(CCCCCC(=O)N3CCN(c4ccccc4)CC3)c(=O)[nH]c2c1
38: Cc1[nH][nH]c(=O)c1C(c1ccc(-c2ccccc2C(=O)O)o1)c1c(C)[nH][nH]c1=O
39: C=CCn1c(NCc2ccc(N(C)C)cc2)nc2ccccc21
40: O=C(COC(=O)Cn1cnc2ccccc21)Nc1cc2c(cc1Cl)C(=O)c1ccccc1C2=O

assay / entry	37	38	39	40
Bfl-1 Bim block	0	-4	-3	-4
Rac1 act GTP bind	98	96	99	91
Bcl-2 Bim block	-3	1	-1	-4
Bcl-XL Bim block	-3	-3	0	0
Rac1 wt modul	104	90	101	88
Rab2A wt mod	97	95	101	93
Rab7 wt modul	101	104	104	101
HRas wt GTP bind	101	94	103	95
Bim-Bcl-W	-3	0	-1	-1
Bcl-B Bim block	-4	1	-3	-1
Cdc42 wt GTP	102	101	100	89

Assay outcomes from PubChem.
